Source: PubChem (National Center for Advancing Translational Sciences (NCATS))
ERG Ets-DNA blk = inhibitors of human ERG Ets domain-DNA interaction; 370,000 compounds, 0.028% hits; fluorescence polarization, His-ERG Ets domain / labelled DNA; Potency, µM (doses to about 76.9 µM), for the others: at the top dose FP activity, negative = inhibition, actives largely listed as inhibitors; P11308; active = well fitted inhibition curve with a large enough effect in the polarisation, with a control signal flat; inconclusive = small, poorly fitted or top-dose-only effect, or effect the other way, or a change in a side signal; inactive = no such curve, though single readings can be large or run the other way; the % refers to the polarisation;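 note: polarization taken with two DNA probes labelled with fluorescein and Texas red; potency is the fitted concentration of half-maximal effect; % of control where 0% means no effect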
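His-tagged ERG Ets domain (1 uM in the protein solution; 300mM KCl, 50mM Tris-HCl, 1mM EDTA, 1mM DTT, pH 7.5) received compound, then a probe mix of 5 nM fluorescein-DNA and 100nM Texas-615-DNA. Fluorescence polarization was read for both dyes.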
HP1b chromo inh = inhibitors of HP1-beta chromodomain binding to methylated histone tails; AlphaScreen HP1-beta / biotin-H3K9me3 peptide binding; Potency, µM (titrated, usually from 114 µM), for inactives: at the highest dose activity change, negative = inhibition, actives largely listed as inhibitors; 390,000 compounds, 0.56% hits; AID 540317; note: potency is the fitted concentration of half-maximal effect; nearly all actives have a fitted effect of over 70% in size; inactives centre near 23
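HP1-beta protein (50 nM final) preincubated 30 min at room temperature with biotinylated H3(1-18)K9me3 peptide (50 nM) in PBS pH 7.4, 0.01% Tween-20, then compound added for 30 min. AlphaScreen streptavidin donor/nickel chelate acceptor beads (10 ug/mL final), 30 min dark, luminescence read.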
GLS inh = blocks human kidney-isoform glutaminase activity. O94925. GLS enzymatic activity, qHTS titration. Potency, µM (highest dose often 45.5 µM), for the others: at the top dose activity change, negative = inhibition, hits mostly inhibitors. 410,000 compounds, 0.21% hits; note: potency is the fitted concentration of half-maximal effect; % is set by controls: 0 for no effect and ±100 for the full control effect
Target sequence (O94925 whole entry, looked up, canonical isoform): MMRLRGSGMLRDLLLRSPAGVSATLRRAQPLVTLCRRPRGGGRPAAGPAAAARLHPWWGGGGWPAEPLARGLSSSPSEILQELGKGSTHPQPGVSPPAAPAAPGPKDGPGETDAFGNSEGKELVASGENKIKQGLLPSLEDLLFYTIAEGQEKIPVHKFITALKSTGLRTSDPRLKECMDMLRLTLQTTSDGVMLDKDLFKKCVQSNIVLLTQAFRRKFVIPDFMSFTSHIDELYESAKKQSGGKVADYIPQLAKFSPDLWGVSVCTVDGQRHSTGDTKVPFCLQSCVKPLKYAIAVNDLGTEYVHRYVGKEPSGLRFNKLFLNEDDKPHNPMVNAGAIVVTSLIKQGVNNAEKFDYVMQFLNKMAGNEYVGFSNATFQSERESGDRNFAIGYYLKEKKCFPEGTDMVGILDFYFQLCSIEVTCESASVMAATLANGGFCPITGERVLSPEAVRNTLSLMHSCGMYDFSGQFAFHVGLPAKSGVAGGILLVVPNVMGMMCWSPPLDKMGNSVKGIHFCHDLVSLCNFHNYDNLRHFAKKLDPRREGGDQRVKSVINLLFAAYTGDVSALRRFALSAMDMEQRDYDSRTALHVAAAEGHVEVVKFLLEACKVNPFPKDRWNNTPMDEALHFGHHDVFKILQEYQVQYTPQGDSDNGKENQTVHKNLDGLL
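hKGA in 45 mM KH2PO4 (pH 8.2), 0.02% Tween-20 with compound, then 1mM L-Glutamine (stock as added) plus glutamate oxidase/HRP/Amplex red coupling mix. Fluorescence read initially and after 30 min at RT; signal change reflects glutamate formation.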
PI4K2A block = inhibitors of human PI4K2A; purified PI4K2A, ADP-Glo luminescence, 1 h; stronger effect = lower value; 420,000 compounds, 0.13% hits; AID 1346378; activity change, negative = inhibition, % at 76.9 µM; in the data active = activity change below about -50%; inconclusive = mostly about -30% to -49%;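 note: -100% = wells without enzyme as full effect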
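Compounds are screened against recombinant PI4K2A using PI as substrate and ATP, the latter dispensed at 300 microM. Reactions run one hour at ambient temperature before ADP-Glo detection; full inhibition defined by wells lacking enzyme.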
RGS4 inh = human RGS4 inhibition; Transcreener GDP fluorescence polarization, RGS4-accelerated GTP hydrolysis; Potency, µM (series often up to 114 µM), inactives show at the highest dose activity change, negative = inhibition, hits mostly inhibitors; P49798; 390,000 compounds, 0.039% hits; note: potency is the fitted concentration of half-maximal effect; % is set by controls: 0 for no effect and ±100 for the full control effect; nearly all actives have a fitted effect of over 75% in size; some results filed as inactive show a strong effect at the top dose
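MLSMR compounds (23 nl, pin-transferred) preincubated 10 min at room temperature with a 500nM (2x) first reagent, then RGS4 at 900nM (2x) plus Transcreener GDP mix added; fluorescence polarization (620/688 nm) read before and after 90 min at 30 °C.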
12-LOX inh = ALOX12 (human) lipoxygenase inhibition | AID 1671190 | Potency, µM (series often up to 108 µM), for the others: at the top dose activity change, negative = inhibition, most hits filed as inhibitors | P18054 | 580,000 compounds, 1.1% hits | purified 12hLO, xylenol orange hydroperoxide absorbance; note: potency is the fitted concentration of half-maximal effect; % is set by controls: 0 for no effect and ±100 for the full control effect
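Purified human 12hLO (150 nM final) in 25 mM Hepes, 0.01% Triton X-100, pH 7.0 was preincubated 15 min at room temperature with compound. Then 40 uM arachidonic acid was added, 30 min. Hydroperoxide was read by Fe-XO absorbance ratio 573/405 nm.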
JMJD2A Tudor = inhibitors of human JMJD2A Tudor domain; AlphaScreen JMJD2A-Tudor / H3K4me3 peptide binding; Potency, µM (top dose mostly 114 µM), inactives show at the highest dose activity change, negative = inhibition, hits mostly inhibitors; 390,000 compounds, 4.4% hits; AID 504339; note: potency is the fitted concentration of half-maximal effect; % is set by controls: 0 for no effect and ±100 for the full control effect; nearly all actives have a fitted effect of over 50% in size
G9a block = blocks human histone lysine methyltransferase G9a; AID 504332; 350,000 compounds, 8.8% hits; G9a H3K9 monomethylation, AlphaScreen, 2 h; Potency, µM (series often up to 102 µM), inactives show top-dose activity, negative = inhibition, hits mostly inhibitors; note: potency is the fitted concentration of half-maximal effect; % is set by controls: 0 for no effect and ±100 for the full control effect; nearly all actives have a fitted effect of over 75% in size
Target sequence (Q96KQ7 913-1193 limits assumed): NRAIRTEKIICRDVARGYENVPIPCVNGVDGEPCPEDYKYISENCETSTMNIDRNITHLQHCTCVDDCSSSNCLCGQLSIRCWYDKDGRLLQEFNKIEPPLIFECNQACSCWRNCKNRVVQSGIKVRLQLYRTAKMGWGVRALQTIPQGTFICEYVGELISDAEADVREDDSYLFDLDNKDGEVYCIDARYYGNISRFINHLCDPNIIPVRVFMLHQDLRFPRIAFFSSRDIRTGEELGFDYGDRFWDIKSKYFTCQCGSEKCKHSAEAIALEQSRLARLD
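Using a bead-based AlphaScreen, monomethylated H3K9 product from 2 h room-temperature reactions (G9a 20 nM, peptide 500 nM, SAM 20 uM) was detected with 0.5 ug/mL rabbit anti-H3K9me1 antibody.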
BAZ2B inh = inhibitors of human BAZ2B bromodomain; Q9UIF8; Potency, µM (series often up to 114 µM), inactives show at the top dose activity change, negative = inhibition, most hits filed as inhibitors; 360,000 compounds, 4.4% hits; AlphaScreen BAZ2B-H3K14Ac peptide displacement; AID 504333; note: potency is the fitted concentration of half-maximal effect; % is set by controls: 0 for no effect and ±100 for the full control effect; nearly all actives have a fitted effect of over 60% in size
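Complex of BAZ2B and biotin-H3K14Ac (50 nM apiece) forms over 30 min at RT, then faces library compounds up to 110 uM for another 30 min; AlphaScreen beads added, 20 min dark incubation, luminescence read.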
* hit, by the source's call; ? = inconclusive; / = not tested or not shown; & = joins results of further samples; [ ] = another dose, or the depositor's remark. Unless noted, calls come from the whole dose curve; as a rule, active = well fitted curve in the direction sought with a large enough effect; inconclusive = small, poorly fitted or top-dose-only effect, or another doubt; inactive = no such curve, though single readings can be large; an effect the other way counts as inactive or inconclusive. These rows are one share of the data; the hit share may differ from the screen's.

SMILES | ERG Ets-DNA blk | HP1b chromo inh | GLS inh | PI4K2A block | RGS4 inh | 12-LOX inh | JMJD2A Tudor | G9a block | BAZ2B inh
CCOc1cc(C2NC(=O)NC(O)(C(F)(F)F)C2C(=O)c2ccccc2)ccc1OC (stereo unspecified) | -2% | 19% | 5% | -1 | 18% | 0% | -10% | -9%[59 µM] | 0%
O=C(CC(=O)N/N=C\c1ccc([N+](=O)[O-])cc1)NCCc1ccccc1 | -3% | 14% | 7% | -1 | -11% | 11% | -26% | 32% | -16%
O=C1CC(/C=C/c2ccccn2)=Nc2ccccc2N1 | -5% | -15% | -23% | -11 | ? | -5% | 45µM* | 45µM* | ?
Brc1ccc(-c2csc(-c3nc(-c4ccc(Br)s4)cs3)n2)cc1 | -3% | 36% | -6% | -1 | -7% | -14% | 11% | -3%[59 µM] | 4%
COc1cc(NCCC(=O)c2cccs2)c(OC)cc1Cl | 4% | 56µM* | -15% | 0 | -38% | 13% | 40µM* | 7.9µM* | 40µM*
CC1(C)CC(=O)C=C(NCc2cccnc2)C1 | 10% | 18% | 9% | 6 | -18% | 37%[activator][57.4 µM] | -17% | 23%[59 µM] | /
COC(=O)[C@H](Cc1ccccc1)NC(=O)N1CCC(C)CC1 | 1% | 6% | 0% | -1 | 11% | 9% | -7% | -7%[59 µM] | -2%
COc1cccc(CN(C)C(=O)c2ccc3c(=O)n4c(nc3c2)CCC4)c1 | 7% | 24% | 1% | -1 | -2% | -9% | -7% | 16%[2.33 µM] | 13%
O=C(COc1ccc(Cl)cc1)Nc1ccc(NC(=O)c2ccco2)cc1 | 2% | 17% | -10% | 4 | 14% | -6% | 2% | 13% | 2%
Cc1cc(C)nc(SCC(=O)N/N=C\c2sccc2C)n1 | -1% | 25% | 3% | 1 | -6% | 4% | -9% | 10% | 0%
COC(=O)Cc1ccc(NC(=O)c2ccc(C(C)(C)C)cc2)cc1 | 8% | ? | -4% | 0 | -45%[56.9 µM] | -6% | -6%[57.1 µM] | -9% | 8%
O=C(Nn1c(Cc2cccs2)nc2ccccc2c1=O)c1ccc(F)c(F)c1 | -10% | 30% | 3% | -5 | -7% | -11% | -13% | 9%[59 µM] | 9%
CCCCc1c(C)nn(-c2nnc3c4ccccc4n(C)c3n2)c1C | -11% | 23% | 10% | 1 | 8% | 0% | ? | 18%[12.7 µM] | ?
Cc1nnc2ccc(-c3cccc(NS(=O)(=O)c4ccccc4[N+](=O)[O-])c3)nn12 | -3% | 28% | -4% | -3 | -3% | -7% | 2% | 50µM* | -34%
Cc1ccc(Nc2cc(C)nc3ncnn23)c(Cl)c1 | -5% | 26% | 0% | -4 | 1% | ? | -7% | -21% | 10%
CN(CC(=O)Nc1cccc(F)c1)C(=O)CNS(=O)(=O)c1ccc(N(C)C)c([N+](=O)[O-])c1 | 3% | -12% | 3% | 2 | -31% | ? | ? | 50µM* | 71µM*
O=C(c1cccc2ccccc12)N1CCN=C1SCc1ccc([N+](=O)[O-])cc1 | 1% | -5% | 6% | -1 | 24% | 16% | -31% | 3% | 8%
Cc1ccc(C(=O)Nc2cccnc2Cl)cc1Cl | 7% | 32% | 16% | -1 | 14% | 0% | -1% | -18% | 8%
Cc1cc(C(F)F)n2ncc(C(=O)N3CCc4ccccc4C3)c2n1 | -6% | 19% | -2% | 4 | -23% | 148%[activator] | -3% | 3%[12.7 µM] | 13%
COc1ccc(NC(=O)c2ccc3ccccc3c2OC)cc1 | 4% | 42%[activator] | -7% | 3 | 3% | -1% | 16% | / | /
CC(C)CCN(C(=O)c1cc(=O)[nH]c2ccccc12)c1c(N)n(Cc2ccccc2)c(=O)[nH]c1=O | 14% | 51%[activator] | -3% | 0 | -7% | 25% | -9% | ? | 8%
COc1cccc(C(=O)Nc2ccc(-c3nnc(-c4ccco4)o3)cc2)c1 | 5% | 19% | 2% | -1 | -1% | 0% | -1% | 18% | -3%
CN=c1c([N+](=O)[O-])nn(-c2ccc3c(c2)OCCO3)n1O | 2% | 7% | 4% | 3 | 30%[11.4 µM] | 2% | -14%[11.4 µM] | ? | -29%
COC(=O)Cc1c(O)ccn(Cc2ccccc2OC)c1=O | -10% | 33% | -1% | -3 | 14% | 7% | 5% | 21%[59 µM] | 2%
COc1ccc(C2C(C#N)=C(N)Oc3n[nH]c(C)c32)cc1Cn1nc(C)c([N+](=O)[O-])c1C (stereo unspecified) | 3% | 8% | 23% | 4 | 10% | 0% | -30% | 10µM* | -8%
CN(C)S(=O)(=O)c1cccc(NC(=O)Cc2ccc(-c3ccccc3)cc2)c1 | 5% | 5% | 0% | -3 | -1% | -13% | -23% | / | -12%
Cc1cccc(CNc2ncnc3ccc(-c4ccc5c(c4)OCCO5)cc23)c1 | / | 5% | 2% | 1 | 20% | 50µM* | -26% | -4%[12.7 µM] | -10%&-37%
CCCc1ccc(-c2cc(C(=O)NN3CCOCC3)c3ccccc3n2)cc1 | 0% | -1% | 28% | 1 | -24% | 22% | -19% | 15%[0.0925 µM] | 2%
CC(C)(C)C1CCc2nc(NC(=O)COc3ccc(F)cc3)sc2C1 (stereo unspecified) | 6% | 29% | -11% | -9 | 12% | -13% | -16% | 12%[59 µM] | -24%
COc1ccccc1CNS(=O)(=O)c1ccc(-c2cc(C)no2)cc1 | 6% | 46%[activator] | 2% | -3 | -12% | 0% | 20% | 37% | 3%
NC(=O)C1(N2CCCCC2)CCN(C(=S)Nc2ccc(S(N)(=O)=O)cc2)CC1 | -5% | 4% | 20% | 1 | ? | ? | -14% | / | -12%
CC(=O)COC(=O)CCc1nc2ccccc2[nH]c1=O | / | 5% | 3% | 2 | -3% | 18% | -12% | 0% | -6%
COc1nccnc1NS(=O)(=O)c1ccc(NC(=S)NC(=O)c2cccc(F)c2)cc1 | / | -29% | 30% | -6 | -25% | ? | ? | ? | ?
CCOc1ccc(C(=O)Nc2c(C(=O)c3ccc(OC)cc3)oc3ccccc23)cc1 | 4% | 21% | -8% | -4 | 20% | 1% | -2% | 19%[59 µM] | 0%
CN=C1SC(CC(=O)Nc2ccc(N3CCOCC3)cc2)C(=O)N1C (stereo unspecified) | -1% | 15% | 9% | 7 | -13% | -20% | -15% | -32%[59 µM] | 4%
Cc1ccc(C(=O)NN(C)c2nc3ccccc3nc2C(F)(F)F)cc1 | 0% | 35% | 1% | -2 | 12% | 11% | 2% | 0%[59 µM] | 6%
CCn1cc(C(=O)N[C@H](C(=O)NCCCN2CCOCC2)C(C)C)c(=O)c2cc3c(cc21)OCO3 | -12% | 21% | -1% | -9 | 6% | 6% | 1% | / | -14%
CCOc1ccccc1NC(=O)N1CCCC1C(=O)Nc1ccc(NC(C)=O)cc1 (stereo unspecified) | -19% | 26% | -8% | -5 | -42% | -6% | 2% | -27% | -21%
COc1ccc(CC(=O)O/N=C(\N)Cc2ccc(OC)cc2)cc1 | -2% | 43%[activator] | 2% | 3 | -24% | 9% | 7% | 66%[activator] | 6%
COC(=O)c1ccc(COc2cc([N+](=O)[O-])cc3cccnc23)o1 | 13% | 25% | -2% | -4 | 11% | -6% | -18% | / | ?
COC(=O)CN1C(=O)COc2ccc(S(=O)(=O)NCc3ccc(F)cc3)cc21 | 8% | 5% | 3% | 3 | 29% | 22% | -5% | 17%[59 µM] | -16%
O=C(NCc1cccnc1)c1cnc2sccn2c1=O | -5% | 65%[activator] | -3% | -5 | 6% | -1% | -6% | ? | 2%
Cc1cccc(C(=O)Nc2ccc(N3CCN(c4ccc(F)cc4)CC3)c(C(=O)O)c2)c1 | 1% | 17% | -14% | -4 | 22% | -47% | ? | 6%[59 µM] | -4%

In the list so far, four have a thiophene ring, fused or not.
SMILES | ERG Ets-DNA blk | HP1b chromo inh | GLS inh | PI4K2A block | RGS4 inh | 12-LOX inh | JMJD2A Tudor | G9a block | BAZ2B inh
Brc1ccc(-c2csc(-c3nc(-c4ccc(Br)s4)cs3)n2)cc1 | -3% | 36% | -6% | -1 | -7% | -14% | 11% | -3%[59 µM] | 4%
COc1cc(NCCC(=O)c2cccs2)c(OC)cc1Cl | 4% | 56µM* | -15% | 0 | -38% | 13% | 40µM* | 7.9µM* | 40µM*
Cc1cc(C)nc(SCC(=O)N/N=C\c2sccc2C)n1 | -1% | 25% | 3% | 1 | -6% | 4% | -9% | 10% | 0%
O=C(Nn1c(Cc2cccs2)nc2ccccc2c1=O)c1ccc(F)c(F)c1 | -10% | 30% | 3% | -5 | -7% | -11% | -13% | 9%[59 µM] | 9%

As a working copy, 2 of the compounds above:
SMILES | ERG Ets-DNA blk | HP1b chromo inh | GLS inh | PI4K2A block | RGS4 inh | 12-LOX inh | JMJD2A Tudor | G9a block | BAZ2B inh
O=C(NCc1cccnc1)c1cnc2sccn2c1=O | -5% | 65%[activator] | -3% | -5 | 6% | -1% | -6% | ? | 2%
Cc1cccc(C(=O)Nc2ccc(N3CCN(c4ccc(F)cc4)CC3)c(C(=O)O)c2)c1 | 1% | 17% | -14% | -4 | 22% | -47% | ? | 6%[59 µM] | -4%
